# DDE Tn7 FP inh: disrupts Tn7 cyclic peptide binding to fibrin D-Dimer-E complex. 0.13% of 370,000 active. inhibition, % at 8.3 µM. P02675. FP displacement of FITC-Tn7 peptide from fibrin DD(E); 0% = median of compound wells per plate;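 active = inhibition above the mean of compounds falling within the control limits plus 3 SD of them, cut at about 14% in these data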;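 note: 0% = plate median of compound wells and 100% = 10 µM Aha-Tn7 peptide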
#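 System: human fibrin DD(E); quantity: Fibrin-DD(E) at 2 µM final; also added: fluorescent Tn7 probe at 0.1 µM; compound dosing: single nominal test concentration of 8.3 µM per compound; schedule: 10 min preincubation, 3 h with tracer, room temperature; detection: fluorescence polarization of the labelled Tn7 tracer; repeats: one replicate per compound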
# KLK7 zymogen act: proKLK7 (human) activation, primary screen; P49862; purified proKLK7, EDANS-DABCYL substrate fluorescence; 100% is mature enzyme control, 0% vehicle; activation, % at 7 µM; 0.9% of 370,000 active; AID 652039;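 active = activation above the mean of all tested compounds plus 3 SD, computed per campaign excluding outliers beyond control limits, cut at about 13% in these data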
# Target sequence (P49862 whole entry, looked up): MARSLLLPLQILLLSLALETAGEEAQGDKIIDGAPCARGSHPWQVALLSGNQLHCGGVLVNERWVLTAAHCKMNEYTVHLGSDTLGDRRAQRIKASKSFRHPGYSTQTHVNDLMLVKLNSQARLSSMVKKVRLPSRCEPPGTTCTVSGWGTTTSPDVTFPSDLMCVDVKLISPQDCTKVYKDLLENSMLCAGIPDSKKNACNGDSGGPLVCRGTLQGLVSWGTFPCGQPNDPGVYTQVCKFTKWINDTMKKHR
# TCR CD3 inh: blocks the human TCR-CD3 interaction; TAMRA-labeled TCR probe fluorescence, biochemical; inhibition, % at 9.4 µM; 0.37% of 360,000 active; in the data active = inhibition above about 19%;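 note: recombinant mutant TCR 2C K166C tagged with TAMRA read by polarization; 0% = receptor in buffer alone and 100% = receptor with positive control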
# Tn6 DDE FP: disrupts Tn6 cyclic peptide binding to fibrin D-Dimer-E complex. inhibition, % at 8.3 µM. 0.21% of 370,000 active. P02675. Fibrin DD(E) TRITC-Tn6 fluorescence polarization displacement. AID 720509;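 active = inhibition above a per-campaign cutoff: mean of compounds within control limits plus 3 SD, cut at about 15% in these data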;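 note: 0% = median of all compound wells on the plate and 100% = blocking peptide control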
# TDP2 inh: TDP2 (human) inhibition, absorbance primary screen. O95551. recombinant TDP2, T5PNP hydrolysis, p-nitrophenol absorbance 415 nm. inhibition, % at 12.8 µM. 0.34% of 370,000 active;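 active = inhibition above the mean of all tested compounds plus 3 SD, set per campaign, cut at about 25% in these data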;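 note: 0% = DMSO with enzyme and 100% = buffer with substrate but no TDP2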
#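 Material: recombinant human TDP2; quantity: TDP2 enzyme at 120 nM final; medium: Tris-HCl pH 7.5 with MgCl2; compound: single concentration, 12.8 µM nominal, with 1% DMSO; incubation: 2 h enzyme incubation at 37 °C; signal: epi absorbance; measure: percent inhibition; benchmarks: high control without enzyme, low control DMSO plus TDP2; repeats: singlicate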
# PRMT1 inh: inhibitors of human PRMT1; inhibition, % at 2.79 µM; 1.3% of 370,000 active; AID 652257; recombinant PRMT1, activity-based probe fluorescence polarization; Q99873;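 active = inhibition above about 21% made by adding two undisclosed values, limit read from the data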
# LEDGF integ inh: blocks HIV-1 LEDGF/p75-dependent DNA integration. 0.64% of 370,000 active. inhibition, % at 3.7 µM. TR-FRET IN-LEDGF/p75 DNA integration, Eu/Cy5;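 active = inhibition above the screen-wide mean plus 3 SD, cut at about 13% in these data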;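 note: signal is the Cy5 over europium emission ratio at 671 and 618 nm; 0% = plate median of compound wells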
# MBD2 DNA inh: blocks human MBD2 binding to methylated DNA; Q9UBB5; TR-FRET, MBD2 binding to methylated oligonucleotide; inhibition, % at 4.4 µM; 0.31% of 370,000 active; AID 686964; in the data active = inhibition above about 13%
# SIAE inh: human SIAE inhibition, primary screen | Q9HAT2 | SIAE FP-Rh probe binding, fluorescence polarization | inhibition, % at 9.66 µM | 0.69% of 370,000 active | AID 1053197;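 active = inhibition above a cutoff: mean of compounds within the control limits plus 3 SD of those, cut at about 17% in these data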;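 note: 0% = plate median of compound wells and 100% = probe without SIAE protein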
# UHRF1 MBD2 ctr: human UHRF1 methylated DNA binding inhibitors; UHRF1 binding to methylated oligo, TR-FRET; inhibition, % at 4.4 µM; AID 687016; 0.75% of 370,000 active; in the data active = inhibition above about 21%;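 note: UHRF1 SRA domain binding a hemimethylated CpG hairpin DNA probe; 0% = median of test compound wells and 100% = reference inhibitor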
# Target sequence (Q96T88 whole entry, looked up, the tested form may be a part): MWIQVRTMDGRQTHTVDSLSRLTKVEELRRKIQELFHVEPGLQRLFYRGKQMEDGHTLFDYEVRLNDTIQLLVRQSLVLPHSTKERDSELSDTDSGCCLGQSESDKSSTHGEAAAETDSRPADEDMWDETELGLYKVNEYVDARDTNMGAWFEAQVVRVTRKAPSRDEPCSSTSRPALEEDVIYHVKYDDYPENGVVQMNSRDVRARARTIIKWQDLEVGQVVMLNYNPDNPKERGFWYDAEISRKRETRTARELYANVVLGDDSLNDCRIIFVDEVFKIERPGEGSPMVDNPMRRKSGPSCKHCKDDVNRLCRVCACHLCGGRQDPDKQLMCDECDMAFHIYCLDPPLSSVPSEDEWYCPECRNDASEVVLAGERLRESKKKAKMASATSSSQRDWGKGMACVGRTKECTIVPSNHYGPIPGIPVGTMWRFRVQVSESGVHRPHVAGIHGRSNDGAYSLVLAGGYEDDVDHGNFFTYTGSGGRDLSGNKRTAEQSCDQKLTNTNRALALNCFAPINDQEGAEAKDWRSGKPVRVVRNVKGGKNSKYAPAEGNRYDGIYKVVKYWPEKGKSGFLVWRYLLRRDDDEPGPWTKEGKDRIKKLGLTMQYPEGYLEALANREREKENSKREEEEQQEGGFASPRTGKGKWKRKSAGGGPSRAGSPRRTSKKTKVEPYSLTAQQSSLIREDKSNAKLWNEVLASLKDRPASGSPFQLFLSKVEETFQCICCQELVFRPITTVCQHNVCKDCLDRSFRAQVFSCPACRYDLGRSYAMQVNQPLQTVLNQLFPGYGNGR
# * marks the source's active call; other numbers are inactive results; · = not tested or not shown. The order is random (roughly 4.6% active in at least one column).
SMILES,SIAE inh,UHRF1 MBD2 ctr,DDE Tn7 FP inh,PRMT1 inh,KLK7 zymogen act,TDP2 inh,TCR CD3 inh,MBD2 DNA inh,LEDGF integ inh,Tn6 DDE FP
COc1cc(NC(=O)c2cc3ccccc3o2)ccc1NC(=O)c1ccco1,2,-3,5,16,0.3,5,2,-3,1,-3
Cc1cc(C)cc(N(C(=O)CNC(=O)c2cccs2)C(C(=O)NC2CCCC2)c2cccnc2)c1 (stereo not drawn),-10,4,0,0,0.1,-13,1,5,-3,0
C[n+]1cccc(C(=O)NNC(=O)C23CC4CC(CC(C4)C2)C3)c1,2,-2,-5,2,0.9,13,-4,-2,4,-3
CCOC(=O)C1=C(C)N(CCCCCC(=O)O)C(=O)NC1c1ccc([N+](=O)[O-])cc1 (stereo not drawn),8,-1,2,3,-0.4,5,-4,1,-1,7
COc1ccc(C)cc1NC(=O)COC(=O)CCC(=O)c1cccs1,4,1,6,-2,0.1,6,2,-11,1,5
NC(=O)c1nsc(C(=O)N(Cc2cccnc2)C(C(=O)NCc2ccc(F)cc2)c2ccc(F)cc2)c1N (stereo not drawn),1,1,-6,-6,0.9,-17,1,-6,3,-5
O=C(c1ccco1)N1CCN(C(=O)C2CCN(S(=O)(=O)c3cccc4nsnc34)CC2)CC1,-5,-3,3,-3,-0.2,3,-5,1,4,-1
O=C(Cc1cccs1)NNC(=S)NC(=O)c1ccc(F)c(F)c1,2,-1,-4,10,0.3,6,6,0,2,-3
O=c1c(C(c2ccc(Cl)cc2)c2c(O)nc3n(c2=O)CCS3)c(O)nc2n1CCS2,8,0,-3,-1,0.0,5,2,3,10,-1
N#Cc1ccc(Cn2ccc3ccc(-c4ccc5ccn(C(=O)C6CC6)c5c4)cc32)cc1,-13,-1,8,6,-6.4,6,·,1,-3,5
CC(C)=C(NC(=O)c1ccccc1)C(N)=O,-5,-2,-2,-2,0.4,3,-3,5,2,1
Cc1cc(NC(=O)CSc2c(C)[nH]c3ccccc23)no1,10,1,3,3,1.1,-8,2,-3,0,-1
COc1cc(/C=N/NC(=O)Cn2ccc(C(F)(F)F)n2)cc(OC)c1OC,-3,5,1,1,0.4,-1,-1,2,0,-2
CCc1ccccc1NS(=O)(=O)c1ccc2c(c1)C(C)(C)C(=O)N2C,-1,-1,-3,-1,0.4,4,3,0,5,6
COC(=O)c1ccc(COc2ccccc2/C=N/NC(=O)c2cccnc2)cc1,-15,-1,0,-4,-13,-20,1,-5,2,-8
COc1ccccc1NC(=O)Cc1coc2cc(C)ccc12,-10,2,-4,2,-0.1,2,-4,0,-3,0
COc1ccc(S(=O)(=O)Nc2ccccc2N2CCOCC2)cc1OC,2,-1,7,0,0.4,-2,1,-1,1,0
COc1ccc(-n2nnnc2SCC#CCO)cc1,4,3,-2,-2,0.1,3,2,6,-4,2
CCOC(=O)c1ccc(NC(=S)NN)cc1,12,-1,4,-1,0.3,-2,0,-7,0,2
COCC(=O)N(C)C[C@H]1N[C@@](Cc2ccccc2)(C(=O)OC)[C@H]2C(=O)N(Cc3ccccc3)C(=O)[C@@H]12,2,2,-5,0,-0.8,-8,-8,-2,4,-7
COc1ccc(N2CCN(c3ncccc3C#N)CC2)cc1,4,-4,0,-3,0.3,-3,1,1,2,7
CCN(C(=O)COC(=O)CCC(=O)c1ccccc1)c1c(N)n(Cc2ccccc2)c(=O)[nH]c1=O,26*,-4,-3,-2,-0.1,3,1,-3,2,-2
Cc1cccc(CNC(=O)C2CCC(=O)N(CC3CCCCC3)C2)c1 (stereo not drawn),-1,0,-2,-5,0.0,-6,4,-2,0,0
OC(c1ccc(CN2CCCCC2)cc1)c1ncc(-c2ccccc2F)[nH]1 (stereo not drawn),0,-2,-6,-4,0.6,8,-3,-1,0,0
COc1ccc2oc(=O)c(C(=O)NC(C)c3ccccc3)cc2c1 (stereo not drawn),-3,-2,0,6,-38,-5,-4,4,-6,2
COc1ccc(S(=O)(=O)N2CCC(NC(=O)N3CCOCC3)CC2)cc1,-4,2,-3,2,-0.2,0,-5,-1,-4,0
O=C(O)CC1c2ccccc2C=Cc2ccccc21,0,-2,-2,-3,0.4,7,3,-1,1,-6
C#CCn1c(=NC(=O)c2cc(-c3cccs3)nc3ccccc23)sc2cc(S(N)(=O)=O)ccc21,-28,2,8,1,-1.7,-4,8,5,0,-8
COc1ccccc1/C=C/C1=NC(=C\N(C)C)/C(=O)O1,6,-2,-4,-1,9.3,-8,5,-3,-2,1
CCCCn1c(N)c(N(CCOC)C(=O)c2ccc(-c3ccc(C(C)=O)cc3)o2)c(=O)[nH]c1=O,6,10,4,-2,-10,12,2,0,-2,4
CC(=O)NC(c1cccc(F)c1)c1nc(-c2cccc(C(=O)O)c2)cs1 (stereo not drawn),-4,-1,-2,1,1.6,1,0,-2,1,-2
O=C(NCC1CCCO1)c1ccc(-c2ccccc2Cl)o1 (stereo not drawn),4,-2,1,-2,-0.4,-9,8,0,-1,1
Cc1sc2nc(CN3CCOCC3)nc(NCCc3ccccc3)c2c1C,-1,-2,2,0,0.1,3,-3,-2,2,-2
COc1cc(C(=O)O)c2c(c1C)OC(=O)c1c(C)cc(O)c(C=O)c1O2,-32,4,5,2,0.6,6,-1,1,17*,1
O=c1cc(CCl)nc2sc3ccccc3n12,-2,6,-4,7,0.6,-2,2,8,-5,4
COc1ccc(S(=O)(=O)N2CCC(C(=O)NCCCn3ccnc3)CC2)cc1C,7,0,5,-5,-0.4,-8,-7,-5,5,-6
O=c1c(Cl)c(NCc2ccccc2)cnn1C12CC3CC(CC(C3)C1)C2,4,1,-4,-1,0.4,-2,-1,5,0,-1
CCOC(=O)Cc1cc(=O)[nH]n(-c2ccccc2)c1=O,2,-3,3,3,0.0,2,1,8,-5,-6
O=C(CSc1nnc(-c2ccco2)n1-c1ccccc1)NCc1ccc2c(c1)OCO2,0,8,2,-2,0.5,0,4,4,-4,-3
COc1ccc(NC(=O)CN(C)C(=O)CCNC(=O)Nc2ccccc2)cc1,-8,0,2,-2,0.0,0,7,0,0,4
CCCn1nc([N+](=O)[O-])c(C(C#N)c2nc3ccccc3s2)c(Cl)c1=O (stereo not drawn),7,-3,0,28*,0.1,4,-2,-1,-1,5
CCCNC(=O)/C=C/c1ccc(C(C)C)cc1,-3,-2,4,4,0.2,10,3,-4,-2,-3
COc1ccc(NC(=O)C2c3ccccc3OCC(=O)N2CCc2ccccc2)cc1 (stereo not drawn),0,4,-7,1,0.4,2,1,1,4,6
COc1cc2c(=O)n(CC3CCCO3)c(=O)n(CC(=O)Nc3ccc(F)cc3F)c2cc1OC (stereo not drawn),5,-4,1,-2,0.2,4,1,2,-1,0
CCCCc1[nH]c(=O)c(C#N)c2c1CCCC2,-6,-2,10,-3,1.2,-2,8,-1,-2,3
COc1ccc(-c2noc(C3CCCN(C(=O)Nc4cccc(C)c4)C3)n2)cc1 (stereo not drawn),0,6,9,4,-0.6,-4,·,-1,-5,1
FC(F)(F)c1ccnc(NCc2ccco2)n1,-2,1,7,3,0.3,-4,-2,3,-3,0
CC(C)CCNC(=O)c1cccc(Cl)c1,0,0,7,0,-0.1,9,2,0,-2,1
CCOc1ccccc1C(=O)Oc1ccc2ccc(=O)oc2c1,0,-2,-1,0,190*,-1,1,-6,1,-4
CCCc1ccc(OCC(O)CN2CCN(CCO)CC2)cc1 (stereo not drawn),-6,-1,0,-1,0.3,-12,0,-5,11,11
O=C(CCCn1c(=O)[nH]c2cc(Cl)ccc2c1=O)NC1CCCCCCC1,-3,0,-1,-4,0.0,-1,5,1,-1,4
CC(=O)Nc1cccc(C(=O)NC2CCCc3c2cnn3-c2ccccc2F)c1 (stereo not drawn),2,1,1,3,-0.2,6,-4,4,-2,1
O=C(Cc1ccc(NC(=O)C2CCN(C(=O)C3CC3)CC2)cc1)Nc1cccc(C(=O)N2CCCC2)c1,-3,-1,6,0,0.7,5,1,-6,-6,0
COc1cc(C2NCCC(=O)C2(C)C)cc(OC)c1OC (stereo not drawn),4,0,0,-1,0.3,0,5,-4,1,7
COc1ccc(-c2nc3c(c(SCC(=O)N4CCCC4)n2)COC(C)(C)C3)cc1,-2,0,-3,-2,-0.7,-10,3,2,-1,2
Nc1ncnc2nc(-c3ccccc3)[nH]c12,-2,-3,3,-2,-1.7,-7,-6,-2,-2,0
C/C=C/c1ccc(OCC(=O)O)c(OC)c1,1,0,0,-5,-0.1,-5,8,1,-2,-2
COc1ccc(CNC(=O)c2cn(Cc3ccccc3OC)c(=O)s2)cc1,1,0,-9,6,0.2,1,5,5,0,2
CCc1ccc(NC(=O)N(CCN(C)C)C(C)c2cccnc2)cc1 (stereo not drawn),-2,2,-9,-6,0.4,0,-7,2,2,-1
CCOc1ccc2nc(N3CCC(C(=O)N4CCN(c5ncccn5)CC4)CC3)sc2c1,-8,1,5,1,-0.1,-6,-5,-3,2,4

# By substructure: the compounds so far with a CF3 group.
SMILES,SIAE inh,UHRF1 MBD2 ctr,DDE Tn7 FP inh,PRMT1 inh,KLK7 zymogen act,TDP2 inh,TCR CD3 inh,MBD2 DNA inh,LEDGF integ inh,Tn6 DDE FP
COc1cc(/C=N/NC(=O)Cn2ccc(C(F)(F)F)n2)cc(OC)c1OC,-3,5,1,1,0.4,-1,-1,2,0,-2
FC(F)(F)c1ccnc(NCc2ccco2)n1,-2,1,7,3,0.3,-4,-2,3,-3,0

# The list continues:
SMILES,SIAE inh,UHRF1 MBD2 ctr,DDE Tn7 FP inh,PRMT1 inh,KLK7 zymogen act,TDP2 inh,TCR CD3 inh,MBD2 DNA inh,LEDGF integ inh,Tn6 DDE FP
O=[N+]([O-])c1cccc(S(=O)(=O)NCCOc2cccc3cccnc23)c1,-8,3,-1,5,-0.1,9,-11,1,-2,6
COC(=O)c1sc2nc(CSc3nc4ccc(C)cc4[nH]3)[nH]c(=O)c2c1C,-3,-5,0,-3,0.1,-1,4,-5,2,2
Cc1ccc(C2=NN(C(=O)CCl)C(c3ccco3)C2)o1 (stereo not drawn),7,-2,-6,15,0.4,5,-3,-3,1,-8
CCN(CC(=O)Nc1ccc(NC(C)=O)cc1)C(=O)CN1C(=O)C2CCCCC2C1=O (stereo not drawn),-3,-1,2,2,0.3,3,1,2,-4,-6
O=C(NC1CCCCC1)C(c1ccccc1F)N(Cc1ccco1)C(=O)c1ccccn1 (stereo not drawn),4,-2,0,-2,0.2,12,11,-3,-1,-4
COc1cccc(-c2cc(C(=O)Nc3cc(C)on3)no2)c1,-15,-2,2,-4,0.7,3,3,-3,-3,3

# Screening results deposited in PubChem by The Scripps Research Institute Molecular Screening Center.
